dFosB activator – enhances mouse delta FosB homodimer DNA binding | P13346 | purified delta FosB, TAMRA-CDK5 oligo fluorescence polarization; percent of positive-control signal above neutral wells | activation, % at 25 µM | 340,000 compounds, 0.99% hits;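 active = mean activation above about 17%, with every replicate also reaching it, limit read from the data, passing the limit was not always enough; inconclusive = only one of the two conditions met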;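 also: fluorescence polarization rise as delta FosB binds a TAMRA Cdk5 AP-1 oligo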
Target sequence (P13346 whole entry, looked up): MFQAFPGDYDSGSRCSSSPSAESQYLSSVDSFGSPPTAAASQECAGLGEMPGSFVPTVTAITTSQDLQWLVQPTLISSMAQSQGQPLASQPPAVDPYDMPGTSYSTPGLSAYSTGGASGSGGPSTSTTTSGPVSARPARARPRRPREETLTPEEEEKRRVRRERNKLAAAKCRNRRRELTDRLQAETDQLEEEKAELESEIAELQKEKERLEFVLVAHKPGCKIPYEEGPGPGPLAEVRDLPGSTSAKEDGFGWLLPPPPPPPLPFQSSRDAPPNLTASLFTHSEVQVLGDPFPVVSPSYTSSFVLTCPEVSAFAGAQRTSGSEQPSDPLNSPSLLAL
RTF Ca sens inh – cardiac RTF calcium desensitization. P19429+P45379. IANBD-labeled cardiac RTF, Ca2+ fluorescence. inhibition, % at 7.15 µM. 340,000 compounds, 0.12% hits. AID 493244;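 active = inhibition above the mean inhibition of all tested compounds plus 3 SD, cut at about 17% in these data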;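 also: assay run at fixed EC70 calcium of 1.6 mM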
CDK5 p35 inh – inhibitors of human CDK5/p35 kinase. Recombinant CDK5/p35, ADP-Glo luminescence, 60 min. inhibition, % at 10 µM. 330,000 compounds, 0.01% hits. AID 488839;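 active = highest replicate inhibition of at least 50% and at least 75% of replicates reaching 50%; inconclusive = only one of the two criteria met; inactive = both criteria failed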;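 also: plate controls were DMSO neutral control for no effect and GW8510 at 10 µM for full effect; many of its hits are not listed in these tables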
C-LANA FP – KSHV C-LANA DNA binding inhibition; inhibition, % at 9 µM; MBP-C-LANA/FAM-LBS DNA binding, fluorescence polarization; 340,000 compounds, 0.078% hits;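 active = highest replicate inhibition at or above 60% at 9 µM, even if other replicates fall short; inactive = all replicates below 60% inhibition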;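 also: 0% = neutral control wells and 100% = 4 µM acridine orange control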
Keap1-Nrf2 PPI – inhibitors of human Keap1-Nrf2 protein-protein interaction | Keap1 Kelch-Nrf2 peptide fluorescence polarization, 1536-well | inhibition, % at 9.4 µM | Q14145 | 340,000 compounds, 0.15% hits | AID 504523; in the data active = inhibition above about 12%; inconclusive = no clear call, values can overlap the other calls; inactive = below about 7.3%;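 also: human Keap1 Kelch domain with fluorescein labeled Nrf2 9mer peptide probe; 0% = neutral control wells and 100% = peptide positive control; higher means more block of Keap1 binding to Nrf2 peptide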
Target sequence (Q14145 whole entry, looked up, the tested form may be a part): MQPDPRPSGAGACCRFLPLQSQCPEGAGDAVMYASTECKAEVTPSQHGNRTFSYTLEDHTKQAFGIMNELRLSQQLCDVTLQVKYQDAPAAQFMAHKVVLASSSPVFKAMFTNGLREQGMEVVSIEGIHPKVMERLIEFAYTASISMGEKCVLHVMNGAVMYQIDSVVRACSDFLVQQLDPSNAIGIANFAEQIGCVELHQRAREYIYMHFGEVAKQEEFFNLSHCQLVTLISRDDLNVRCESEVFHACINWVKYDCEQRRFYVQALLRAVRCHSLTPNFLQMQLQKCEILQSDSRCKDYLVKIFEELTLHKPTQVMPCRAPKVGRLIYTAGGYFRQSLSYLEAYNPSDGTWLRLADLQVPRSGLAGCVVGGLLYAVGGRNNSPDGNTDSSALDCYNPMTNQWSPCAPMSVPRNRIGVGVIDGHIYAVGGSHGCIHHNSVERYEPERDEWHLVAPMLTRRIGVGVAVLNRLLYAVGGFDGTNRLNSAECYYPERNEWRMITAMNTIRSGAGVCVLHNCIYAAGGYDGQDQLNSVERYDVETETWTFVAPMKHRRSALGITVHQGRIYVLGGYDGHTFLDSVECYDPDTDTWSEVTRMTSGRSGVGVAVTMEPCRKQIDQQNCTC
RTF Ca sens act – cardiac RTF calcium sensitization | P19429+P45379 | activation, % at 7.2 µM | IANBD-labeled TnC RTF fluorescence at EC20 calcium; 0% EC20 calcium, 100% full calcium | 340,000 compounds, 0.24% hits;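 active = activation above the mean over all tested compounds plus 3 SD, cut at about 30% in these data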;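 also: rise in fluorescence read as greater calcium sensitivity of cardiac thin filaments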
PfHsp90 yeast 2 – reduces growth (ATP signal) of yeast expressing P. falciparum Hsp90. S. cerevisiae expressing PfHsp90, BacTiter-Glo ATP, 48 h; yeast lacking PDR1 and PDR3 efflux regulators. inhibition, % at 9.4 µM. 310,000 compounds, 0.32% hits. AID 504621;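 active = every replicate shows inhibition above about 80%, whatever the replicate mean, limit read from the data; inconclusive = mean inhibition reaches the set limit but some replicate falls short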;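 also: 0% = DMSO neutral controls and 100% = 20 µM radicicol positive controls; yeast relying on Plasmodium falciparum Hsp90 in place of its own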
Rtt109 Vps75 – inhibitors of Candida albicans Rtt109/Vps75 histone acetyltransferase; 330,000 compounds, 0.16% hits; inhibition, % at 34.9 µM; Q5AAJ8; purified Rtt109/Vps75, ThioGlo CoA-SH fluorescence, 4 h;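 active = inhibition of at least 50% in every replicate; inconclusive = best replicate reaches 50% inhibition but some replicates fall short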
Mot1-301 SUMO – blocks SUMOylation pathway, rescuing yeast Mot1-301 growth | 320,000 compounds, 1% hits | growth rescue, % at 18.8 µM | S. cerevisiae Mot1-301 growth rescue, ATP luminescence, 38.5C; percent above DMSO median, 100 means doubled;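 active = every valid replicate shows activation above 250% relative to neutral control wells; inactive = the rest, any valid replicate at or below 250%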;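 also: OY570 slx delta 5 strain wells were the positive control but not used for scaling; some compounds called inactive have numbers as strong as hits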
NSD2 HMT inh – inhibitors of human histone methyltransferase NSD2 | NSD2 peptide methylation, AlphaScreen, 120 min | inhibition, % at 12.5 µM | 310,000 compounds, 0.54% hits | O96028 | AID 743445; in the data active = inhibition above about 50%
PvdQ inh – blocks Pseudomonas aeruginosa PvdQ acylase activity | purified PvdQ acylase, fluorescence plate reader | inhibition, % at 10 µM | 340,000 compounds, 0.063% hits | AID 488965; in the data active = inhibition above about 30%, passing the limit was not always enough; inconclusive = no clear call, values can overlap the other calls;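 also: 0% = vehicle neutral wells and 100% = reference inhibitor wells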
An asterisk follows results filed as active; u = inconclusive; x = not tested or not shown; & = joins results of further samples.

SMILES	dFosB activator	RTF Ca sens inh	CDK5 p35 inh	C-LANA FP	Keap1-Nrf2 PPI	RTF Ca sens act	PfHsp90 yeast 2	Rtt109 Vps75	Mot1-301 SUMO	NSD2 HMT inh	PvdQ inh
COC(=O)C1=C(C)NC(C)=C(C(=O)OC)C1C(=O)OC(C)C(=O)c1ccccc1 (configuration not stated)	-3.7&-4.6	-8.6&-13.1	1.0&-1.9	1.9&0.2	-0.4&2.5	1.6&1.7	-19.9&-10.3	2.9&11.8	12.7	29.1&-4.7	-9.3&7.1
Cc1cc(C(=O)NCCC2=CCCCC2)no1	0.8	-4.0	1.0	-0.6	-1.9	2.4	x	2.2	56.5	-1.3	-4.7
CCOC(=O)Cn1cnc2sc(C(=O)OC)c(C)c2c1=O	-3.8	-2.8	0.9	-1.5	-2.5	6.4	-13.3	-5.2	-0.9	2.7	-18.0
CCOc1cc(NC(=O)C2CC2)c(OCC)cc1NC(=O)c1cc(OC)c(OC)c(OC)c1	-3.3	-4.7	2.9	-0.6	-7.6	2.1	-21.5	0.5	-3.8	0.8	-9.0
CCCCn1c(C)csc1=Nc1cccnc1	-13.5	-2.7	2.1	-0.5	-5.8	8.1	0.7	-5.2	24.2	2.0	-20.4
O=C(CCC1CCN(C(=O)c2cc(C(F)(F)F)ccc2Cl)CC1)NC1CC1	1.0	0.7	2.0	0.0	2.5	1.5	9.8	3.1	105.4	-5.8	11.6
O=C(Nc1cc(S(=O)(=O)N2CCCCC2)ccc1N1CCOCC1)c1ccc(C(F)(F)F)cc1	-8.9	2.5	-6.0	3.2	-6.4	-1.7	1.3	-13.4	-1.2	1.2	-4.8
CC(=O)Oc1ccc(C(=O)[C@H]2[C@H]3C(=O)N(c4ccc5ccccc5c4)C(=O)[C@H]3[C@@H]3C=CC=NN32)cc1	11.1	3.9	-1.4	-0.4	-6.2	1.6	-40.0	1.7	14.1	0.3	-7.1
Cc1ccc(C2C(C#N)=C(N)Oc3n[nH]c(-c4cccs4)c32)cc1 (configuration not stated)	1.9	6.0	-0.1	0.3	-2.3	-4.7	0.0	8.6	134.6	2.2	-1.8
COc1ccc2oc(=O)cc(CN3CCOCC3)c2c1	-6.6	-2.4	0.5	-0.3	-4.5	4.0	-9.9	9.5	-20.3	2.3	-8.3
COc1ccc(N2C(=O)CC(Sc3nnc(-c4ccccc4F)n3C)C2=O)cc1 (configuration not stated)	0.3	1.9	-1.1	-0.4	3.5	-2.2	-1.2	-4.5	2.1	0.3	-5.9
Cc1cc(C)nc(SCc2nnc(SCC(=O)N3CCCc4ccccc43)n2C)n1	-4.7	-21.9	6.2	-1.3	-0.6	3.4	8.1	1.9	-2.1	-1.2	9.7
CSc1ccc(CN(C)CC(=O)NCCc2ccccc2)cc1	5.6	-4.0	0.0	-0.5	-3.6	-1.9	21.2	-2.7	-8.7	2.4	-8.4
COC(=O)C1(C)NC(c2ccccc2OC)C2C(=O)N(c3ccccc3)C(=O)C21 (configuration not stated)	4.1	-1.4	1.7	-3.1	-1.8	0.1	1.8	11.0	-5.3	-2.7	9.0
CCOc1ccc(CN(C)C(=O)c2cccc(S(=O)(=O)N3CCCC3)c2)cc1OC	-3.8	4.5	-2.8	-0.7	-5.2	-0.9	x	-4.3	2.8	1.1	-6.2
COc1cc(CC(=O)OCC(=O)Nc2ccc(N(C)C)cc2)cc(OC)c1OC	2.1	-2.9	0.7	0.4	-3.0	-3.0	-2.8	5.4	7.5	0.6	7.1
Cc1ccc(N2CCCC2=O)cc1S(=O)(=O)N1CCOCC1	-1.0	3.0	0.3	0.5	-5.4	1.9	-26.1	-4.8	2.8	-2.2	-10.9
CC1(C)CC(N2CCN(c3ccccc3)CC2)=CC(=[N+]2CCCC2)C1	0.1	-17.3	0.6	0.3	2.7	-3.0	-8.2	2.6	192.1	3.3	-4.5
CS(=O)(=O)Cc1nc2ccccc2oc1=O	-8.6	-5.4	-0.9	-0.4	3.5	3.0	-0.2	1.4	-3.2	-0.3	-5.6
O=C(Nc1ccccc1C(=O)OCC(=O)c1c[nH]c2ccccc12)c1ccco1	u	3.7	-0.1	3.9	-1.1	0.5	-8.3	12.0	-0.5	-0.6	-18.9
COc1cccc(CN2CCN(C(=O)c3ccc(-c4ccccc4)cc3)CC2)c1	-1.9	-23.7	1.0	2.6	-0.7	9.5	9.7	6.0	-7.8	5.3	-16.4
CC1CCc2nc3ccc(S(=O)(=O)N4CCC(C(=O)N5CCCCCC5)CC4)cc3c(C(=O)O)c2C1 (configuration not stated)	-6.1	-6.8	0.9	1.0	-0.9	-1.4	-7.2	2.0	-14.6	-3.7	2.8
COc1ccc(OCC(=O)OCC(=O)Nc2ccc3[nH]c(=O)[nH]c3c2)cc1	7.3	-6.3	0.4	-1.3	2.0	0.0	-4.5	0.5	18.8	0.7	-10.6
CCCC(=O)Nc1cc2c(cc1C(=O)c1ccccc1)OCCO2	-9.7	-11.1	-0.9	1.2	0.7	-0.7	19.0	3.8	-16.0	7.6	-14.1
CCSc1nc2ccccc2n1Cc1nc(N)nc(N(C)C)n1	-1.5	-0.5	0.4	0.6	-3.2	1.5	8.7	-8.2	-19.0	-2.1	7.8
Cc1ccc(SCC2(O)CCN(S(=O)(=O)c3ccc(Cl)cc3)CC2)cc1	0.5	5.6	-0.7	-0.3	0.8	-2.0	x	3.5	-2.2	-1.2	0.0
COc1ccccc1C(C(=O)NCc1ccc(F)cc1)N(C(=O)c1csnn1)C1CC1 (configuration not stated)	-2.3	-9.8	1.2	-1.0	-5.0	-8.4	-29.1	-1.4	-2.3	-5.2	-14.1
CCCCC(CC)C(=O)Nc1ccc(S(=O)(=O)N2CCCC2)cc1 (configuration not stated)	-2.4	-6.6	0.3	1.0	4.8	1.6	-7.8	1.8	-10.1	-2.9	-2.4
O=C(COc1ccccc1-c1ccccc1)NCc1ccco1	-5.9	x	0.1	0.7	-0.8	x	-32.6	2.8	-8.9	0.1	-3.3
CCn1c(CCNC(=O)c2cccs2)nnc1SCC(=O)NC1CCCCC1	-3.1	-9.2	-1.9	1.8	1.2	-1.8	-5.8	-2.9	1.0	-14.8	-12.8
Cc1cc(C)n2nc[n+](C)c2n1	3.6	-2.9	-0.4	1.5	-0.1	7.1	-8.7	5.4	-10.7	2.2	-0.2
COc1ccc(-c2csc(=NCCO)n2-c2ccccc2)cc1	-5.7	-1.5	0.8	0.3	-1.6	-1.0	-20.5	6.0	73.9	12.7	2.0
CCCCN(C)Cc1cc(=O)oc2ccc3ccccc3c12	-8.0	-13.9	2.9	1.0	-4.8	1.5	14.0	1.0	-11.5	-2.8	-9.9
Cc1ccccc1OC(C)C(=O)Nc1ccc(S(=O)(=O)N2CCCC2)cc1 (configuration not stated)	-0.7	-2.8	-1.9	-1.1	-5.6	6.8	6.5	-2.3	-5.7	-3.8	-10.1
Cc1c(C#N)c(O)n(CCO)c(=O)c1N=Nc1ccccc1	-3.0	-6.0	4.0	4.0	1.4	-1.9	1.1	5.4	-7.0	-1.1	-1.0
Cc1ccccc1-c1nc(CN2CCC(C(=O)NCCCN3CCCC(C)C3)CC2)c(C)o1 (configuration not stated)	-5.5	4.6	-1.5	-1.4	1.7	-0.3	14.8	-10.1	5.6	21.2	-21.2
Cc1noc(C)c1CS(=O)(=O)c1ccc(Br)cc1	3.6	-9.1	-2.0	-0.6	-4.7	-5.7	3.6	-13.5	-11.8	2.6	-15.8
O=c1cc(O)nc[nH]1	5.9	-7.5	1.6	0.2	4.4	1.1	-3.6	-7.1	7.9	2.7	4.1
CCc1cc(C(=O)COc2ccccc2F)c(O)cc1O	-9.7	-5.0	1.4	2.9	5.6	-1.1	x	1.5	40.0	0.9	-12.9
CCC(CCC(=O)Nc1ccn(-c2ccccc2)n1)C(=O)O (configuration not stated)	-0.5	4.7	-2.5	-1.4	-5.6	-1.2	12.4	-3.9	14.4	-3.4	-10.8
Cc1nn(C)cc1S(=O)(=O)Nc1ccc(F)c(F)c1	-0.1	-0.4	-1.9	-0.9	0.6	1.2	10.4	-8.6	1.1	-1.7	-8.6
CCOc1ccc(CCNC(=O)c2cccc(-n3cnnn3)c2)cc1OCC	-12.3	-10.1	-0.5	1.1	0.5	-4.8	3.8	-5.3	-12.2	-0.9	-14.3
O=C(O)CC12C[C@H]3C[C@@H](C1)CC(n1ncc(N4CCN(c5ccccc5)CC4)c(Cl)c1=O)(C3)C2	2.5	3.5	-0.9	-0.5	-1.7	0.9	17.6	1.6	-1.7	-1.1	-2.8
COc1ccc(OC(=O)c2cn(C)nc2C(F)(F)F)cc1	-1.4	-9.9	-0.9	-1.7	-2.3	4.2	3.7	-1.3	2.0	-1.0	-9.7
Cn1c2ccc(F)cc2c2nc3ccccc3nc21	-54.5	0.7	3.3	1.2	-3.8	-1.2	-51.0	7.1	0.6	-4.3	-13.6
Cc1ccc(C)c(OCCCC(=O)N2CCOCC2)c1	6.0	-6.3	-0.4	-0.1	-4.6	6.0	12.7	5.1	688.8*	0.1	4.3
CCOC(=O)C1=C(C)N=c2s/c(=C\c3ccc(O)c([N+](=O)[O-])c3)c(=O)n2C1c1ccccc1OC (configuration not stated)	-13.8	-5.4	-3.4	-1.6	-5.2	-0.2	-26.5	9.7	-9.2	71.9*	-20.0
Cc1cc(C)c(NC(=O)C2CCCN(S(=O)(=O)c3c(C)noc3/C=C/N(C)C)C2)c(C)c1 (configuration not stated)	-1.6	-4.8	1.6	-1.0	-7.0	0.4	3.4	12.0	-7.3	-6.6	-3.8

Profiles, looked up by structure. Order of values: dFosB activator, RTF Ca sens inh, CDK5 p35 inh, C-LANA FP, Keap1-Nrf2 PPI, RTF Ca sens act, PfHsp90 yeast 2, Rtt109 Vps75, Mot1-301 SUMO, NSD2 HMT inh, PvdQ inh
`Cc1ccccc1-c1nc(CN2CCC(C(=O)NCCCN3CCCC(C)C3)CC2)c(C)o1` (configuration not stated) in the list: -5.5, 4.6, -1.5, -1.4, 1.7, -0.3, 14.8, -10.1, 5.6, 21.2, -21.2
`CCOc1ccc(CN(C)C(=O)c2cccc(S(=O)(=O)N3CCCC3)c2)cc1OC` in the list: -3.8, 4.5, -2.8, -0.7, -5.2, -0.9, x, -4.3, 2.8, 1.1, -6.2
`Cc1ccc(C2C(C#N)=C(N)Oc3n[nH]c(-c4cccs4)c32)cc1` (configuration not stated) in the list: 1.9, 6.0, -0.1, 0.3, -2.3, -4.7, 0.0, 8.6, 134.6, 2.2, -1.8

Bioassay records (PubChem BioAssay)
